M. tuberculosis GlmU: inhibition of mycobacterial GlmU enzyme – biochemical, glucosamine-1-phosphate acetyltransferase (AID 1376). M. tuberculosis GlmU acetyltransferase enzyme assay; higher % means a stronger effect. one-dose inhibition, %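 (tested at 30 µM in the primary screen)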; IC50 in µM for titrated hits. 220,000 compounds, 0.25% hits; in the data active = inhibition above about 13%;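 also: 0% = complete reaction with vehicle and 100% = reaction without substrate; strong numbers were not always called active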
Mtb RmlCD inh: M. tuberculosis RmlC/RmlD coupled enzyme inhibitors, primary screen, biochemical, compound mixtures, 384-well, from 1536-well plates; RmlC+RmlD coupled enzyme assay, percent inhibition; primary screen in compound mixtures; inhibition, % at 3.6 µM; 160,000 compounds, 0.03% hits; dTDP-4-dehydrorhamnose reductase (Mycobacterium tuberculosis (strain ATCC 25618 / H37Rv)) …; in the data active = inhibition mostly above about 34%, no sharp cut-off; also: some results filed as inactive read as strong as hits
Target sequence (P9WH09 whole entry, looked up): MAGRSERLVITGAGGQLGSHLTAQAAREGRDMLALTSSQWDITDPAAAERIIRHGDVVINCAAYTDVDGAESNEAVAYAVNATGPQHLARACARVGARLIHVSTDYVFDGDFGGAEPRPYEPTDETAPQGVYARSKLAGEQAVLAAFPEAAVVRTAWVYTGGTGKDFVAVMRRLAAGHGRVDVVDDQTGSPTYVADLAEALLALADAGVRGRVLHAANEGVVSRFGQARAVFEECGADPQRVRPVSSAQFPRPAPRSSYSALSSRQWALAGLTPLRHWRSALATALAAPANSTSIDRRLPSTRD
Target sequence (P9WH11 whole entry, looked up): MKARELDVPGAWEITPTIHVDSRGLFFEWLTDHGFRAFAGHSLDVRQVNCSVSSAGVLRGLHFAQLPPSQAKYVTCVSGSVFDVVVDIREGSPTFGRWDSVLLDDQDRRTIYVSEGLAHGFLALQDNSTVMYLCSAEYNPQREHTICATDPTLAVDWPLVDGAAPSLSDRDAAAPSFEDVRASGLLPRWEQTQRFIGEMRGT
* = called active by the depositor; x = no result given.

SMILES	M. tuberculosis GlmU	Mtb RmlCD inh
Cc1cccc(Oc2ccc(C(=O)NC3CCSC3=O)cn2)c1C (stereo not given)	6.0%	-7
Cc1cccn2c(=O)c3cc(S(=O)(=O)c4ccccc4)c(=N)n(CC4CCCO4)c3nc12 (stereo not given)	3.8%	12
O=C(COC(=O)C1CCN(S(=O)(=O)c2cccs2)CC1)c1ccccc1	-0.1%	4
O=C(COc1ccc(Br)cc1CO)Nc1ccc(F)cc1	1.7%	-9
COc1ccc(-n2c(C)nc(=O)c(-c3ccccc3)c2C)cc1	-4.2%	x
CSc1nc2ccc(S(=O)(=O)N3CCOCC3)cc2s1	-1.1%	8
Cc1ccccc1NC(=O)Nc1ccccc1N1CCCCC1	2.3%	-13
COc1cccc(C(=O)Nc2ccc(-n3nncc3C(C)(C)C)cc2)c1	3.0%	8
CCOC(=O)c1c(C)n(C)c2ccc(OC)c(NC(=O)CN3CCC4(CC3)OCCO4)c12	-1.8%	-11
CCn1nnnc1NCc1cccc(Cl)c1	1.4%	-18
COc1ccc2cc(S(=O)(=O)N3CCN(C)CC3)ccc2c1	-5.2%	5
COc1cccc(-c2nc(-c3ccccc3)no2)c1	-0.5%	57
CN=C1S/C(=C/c2cn(CC(=O)OC)c3ccccc23)C(=O)N1C	2.8%	-8
Cc1ccc(-n2c(CNc3ccc(C)c(Cl)c3)n[nH]c2=S)cc1	-1.2%	6
CCS(=O)(=O)c1nc2ccccc2n1Cc1ccccc1Cl	-1.5%	13
CCN(CC)CCCNC(=O)CCC(=O)Nc1ccc2nc(N3CCCCC3)cc(C)c2c1	-8.7%	-1
O=C1CS/C(=N/N=C/c2ccco2)N1Cc1ccc(F)cc1	2.9%	-6
COC(=O)C1=C(C)N(C)C(=S)NC1c1cc(OC)ccc1OC (stereo not given)	-0.3%	2
Cn1c(=NC(=O)c2ccc3c(c2)OCCO3)sc2cc(S(C)(=O)=O)ccc21	-6.0%	-3
O=C(CSc1nnc(CN2CCOCC2)n1-c1ccc(Cl)cc1)Nc1ccc2c(c1)OCO2	1.1%	-3
O=C(CSCc1ccc(F)cc1)NC1CCCC1	7.8%	-6
COc1ccc(NC(=O)N2CCC(n3cnc4ccccc43)CC2)cc1	0.3%	x
COc1ccccc1Nc1nc(N)nc(CSCCO)n1	1.9%	x
Cc1c(NC(=O)c2cc(-c3ccccc3O)on2)c(=O)n(-c2ccccc2)n1C	1.9%	35
O=C(COC(=O)c1cccs1)c1ccc2ccccc2c1	-3.9%	x
O=C(NCCCN1CCN(c2cccc(Cl)c2)CC1)c1cccc(N2CCCC2=O)c1	-2.4%	-3
CCOC(=O)c1oc2ccccc2c1NC(=O)COc1ccc(F)cc1	x	38
O=C(NCc1ccco1)c1ccc2c(c1)C(=O)N(C1CCCCC1)C2=O	2.3%	2
Cc1cccc(-n2nc(CC#N)c(C#N)c2N)c1	4.9%	x
CC12c3ccccc3C(c3ccccc31)C1C(=O)N(Cc3cccnc3)C(=O)[C@H]12 (stereo not given in full)	-2.0%	10

Compound profiles (already shown). Screens in order: M. tuberculosis GlmU | Mtb RmlCD inh
`CCOC(=O)c1oc2ccccc2c1NC(=O)COc1ccc(F)cc1` across the screens: x | 38
`Cn1c(=NC(=O)c2ccc3c(c2)OCCO3)sc2cc(S(C)(=O)=O)ccc21` across the screens: -6.0% | -3

Additional entries
SMILES	M. tuberculosis GlmU	Mtb RmlCD inh
Cc1ccc(C(CC(=O)N2CCCC2)c2ccccc2)c(O)c1C (stereo not given)	-3.3%	3
C[C@@H](C(=O)Nc1cccc(S(=O)(=O)N2CCOCC2)c1)N1C(=O)C2CC=CCC2C1=O (stereo not given in full)	-4.2%	-14
OCc1ccccc1N=c1ssnc1Cl	4.5%	-5
COc1ccccc1OCC(=O)NCCc1nc2ccccc2[nH]1	1.3%	x
COc1cccc(Nc2cc(N3CCOCC3)c3nonc3c2[N+](=O)[O-])c1	-5.9%	-8
COc1ccc(C(=O)NCCSc2ccc(C)cc2)cc1	9.7%	4
Cc1cc(-c2ccc(Br)cc2)n[nH]1	1.0%	1
CC(C)(C)C(=O)Nc1nnc(CSCc2ccccc2F)s1	1.5%	-1
CC(C)CC(NC(=O)c1ccco1)C(=O)Nc1ccc2c(c1)OCCO2 (stereo not given)	-0.3%	-8
CC(C)CNC(=S)NNC(=O)c1csc2c1CCC(C)C2 (stereo not given)	7.8%	8
CN1C(=O)C(O)(c2nnc(-c3ccccc3)o2)c2ccccc21 (stereo not given)	0.3%	5
NC(=O)c1cc[n+](CC(=O)c2ccc(NC(=O)c3ccccc3)cc2)cc1	-1.0%	7
CC1CCc2nn(CC(=O)NC3CCCC(C)C3C)cc2C1 (stereo not given)	0.8%	-12
CCOc1ccc(/C=C/C(=O)CCC(=O)O)cc1	1.1%	x
CCOCCn1c(SCc2ccccc2)nc2c1c(=O)[nH]c(=O)n2C	-0.1%	x
COc1ccc(CCNC(=O)C2CCN(S(=O)(=O)N3CCCCC3)CC2)cc1OC	x	-9
CCCn1nc(Oc2nc(SC)nc(N(C)C)n2)ccc1=O	0.0%	8
COc1ccccc1N1CCN(C(=O)CN2C(=O)c3cccc4cccc(c34)C2=O)CC1	4.5%	-3
O=C(O)c1ccc(NS(=O)(=O)c2cccc3cccnc23)cc1	-2.5%	5
CCC(CC)C(=O)Oc1c(Sc2ccccc2[N+](=O)[O-])c(C)nn1C(C)(C)C	1.0%	7
CCOC(=O)c1ccc(NC(=O)c2c(N)n(Cc3ccccc3)c(=O)[nH]c2=O)cc1	2.1%	x
O=C(Nc1ccccc1Cl)c1csc(-c2cccnc2)n1	3.2%	0
Cc1sc2ncnc(NCC3COc4ccccc4O3)c2c1C (stereo not given)	2.8%	2
Cc1cccc(NC(=O)c2cc(NC(=O)CCCC(=O)O)ccc2Cl)n1	3.1%	x
O=C(c1ccccc1)N1CCN(c2ccc([N+](=O)[O-])cc2-n2cccc2)CC1	-1.5%	-3
CC(C)(C)c1ccc(OCCON2C(=O)CCC2=O)c(Cl)c1	-1.8%	-4
CCOC(=O)NC1(Nc2ccc(Cl)cn2)Oc2ccccc2O1	4.2%	5
CCCn1c(=N)c(C#N)cc2c(=O)n3ccccc3nc21	4.7%	x
N#CC(c1ccccc1F)(c1ncc(C(F)(F)F)cc1Cl)N1CCOCC1 (stereo not given)	1.2%	x
COc1ccc(NC(=O)c2ccc(-c3ccccc3)cc2)cc1NS(=O)(=O)c1ccc(F)cc1	-0.8%	9
O=c1c2ccccc2ncn1-c1ccc([N+](=O)[O-])c(C(F)(F)F)c1	0.7%	1
CC(=O)Nc1cccc(NC(=O)c2cc(-c3cccnc3)nc3ccc(Cl)cc23)c1	0.4%	-17
COc1ccc(/C=C/C(=O)OCCCN(C)C)cc1	-1.1%	8
O=C(Nc1nccs1)c1cccc(NC(=O)C(F)(F)F)c1	5.0%	-7
O=C(Oc1cccc2c(OC(=O)N3CCOCC3)cccc12)N1CCOCC1	-0.8%	x
Clc1ccc(C2Nc3ccccc3-n3cccc32)cc1 (stereo not given)	7.9%	9
CC1=C/C(=C\C=C(C#N)C#N)N(C)c2ccccc21	2.3%	-9
Cc1cc2cc3c(cc2nc1SCC(=O)O)OCCO3	6.4%	5
CCOc1ccc(OCC)c(NC(=O)C2CCN(S(=O)(=O)c3c(C)noc3C)CC2)c1	6.8%	-19
Cc1[nH]c2ccccc2c1C(=O)CN1C(=O)NC(C)(c2ccc(Cl)cc2Cl)C1=O (stereo not given)	-5.6%	10
Cc1[nH]n(C(C)(C)C)c(=O)c1Sc1ccc(Cl)cc1	2.0%	x
Cc1cc(C)c(NC(=O)CCn2nnc3ccccc32)c(C)c1	6.4%	3
COc1ccc(/C=C(/NC(=O)c2ccccc2)C(=O)N/N=C/c2ccc3c(c2)OCO3)cc1OC	5.0%	x
CCNC(=O)COC(=O)CCNC(=O)c1ccc(Cl)cc1	x	6
CCOC(=O)C1CCCN(C2CC(=O)N(c3ccc(NC(C)=O)cc3)C2=O)C1 (stereo not given)	-5.1%	-2
Cc1cnc(NC(=O)CSc2ncc(-c3ccccc3)n2Cc2ccco2)s1	3.8%	-4
CCOC(=O)C1CN(c2cc3c(cc2F)c(=O)c(C(=O)O)cn3CC)OC1C(=O)OCC (stereo not given)	7.1%	3
CCN(CC)Cc1cc(C(C)=O)ccc1OCC(C)C	3.6%	1
COc1cc([N+](=O)[O-])cc2cc(C(=O)N3CCCC3)c(=O)oc12	-0.3%	-10
Cc1c(NC(=O)c2ccc3c(c2)OCO3)c(=O)n(-c2ccccc2)n1C	0.1%	-3

New compounds follow
SMILES	M. tuberculosis GlmU	Mtb RmlCD inh
CC(C)c1ccc(-c2noc(C3CCCN(S(C)(=O)=O)C3)n2)cc1 (stereo not given)	-1.1%	x
N#C/C(=C\c1ccc[nH]1)C(=O)NC1CC1	3.0%	x
C=CCNC(=O)C(C)N1C(=O)c2ccccc2C1=O (stereo not given)	0.5%	0
COc1ccc(C(=O)C2(C)N(O)C(C)C(c3cccs3)=[N+]2[O-])cc1 (stereo not given)	-4.7%	-7
CCCCCn1c(CN2CCN(CCO)CC2)nc2c1c(=O)n(C)c(=O)n2C	-5.2%	x
CCCc1[nH][nH]c(=O)c1C(c1ccccc1)C(C#N)C#N (stereo not given)	-6.2%	-12
O=C(NC1CC1)C1=C[C@@H](c2c[nH]c3ccccc23)C[C@@H](OCc2ccc(CO)cc2)O1	-4.2%	x
COC(C[C@H](O)CC(=O)[C@@H](C)OCc1ccccc1)OC	1.5%	x
COc1ccc(CCNC(=O)C2CCCN2C(=O)Nc2cccc(C(C)=O)c2)cc1OC (stereo not given)	-2.1%	-7
CS(=O)(=O)N(Cc1ccc(Cl)cc1)c1ccc(C(=O)NCc2ccccn2)cc1	2.3%	0
O=C(NCCCO)/C(=C\C=C\c1ccccc1)NC(=O)c1ccccc1Cl	1.0%	x
O=C1CCN(c2ncccc2[N+](=O)[O-])CC1	-2.9%	7
Cc1ccc(NP(=O)(Oc2ccccc2F)Oc2ccccc2F)cc1C	2.1%	x
Cc1ccc(NC(=O)CN(C)C(=O)/C=C/c2cccs2)cc1	-1.1%	x
CCC(CC)C(=O)Nc1ccc(C)cc1O	1.7%	x
S=C(NC12CC3CC(CC(C3)C1)C2)N1CCCC1	2.8%	-12
COC(=O)c1c(C)n(-c2ccccc2)c2ccc(O)cc12	-5.2%	11
Nc1c(S(=O)(=O)c2cccs2)c2nc3ccccc3nc2n1Cc1cccs1	-6.3%	-4
FC(F)(F)c1cccc(NC(=S)NCCc2ccccn2)c1	4.6%	8
C=CCc1cccc2cc(C(=O)NNC(=O)CC#N)c(=O)oc12	-2.3%	6
O=C1Cc2ccccc2C(c2ccc(Cl)cc2Cl)N1 (stereo not given)	3.3%	x
COC(=O)CC1C(=O)NCCN1C(=S)NC(=O)CCc1ccccc1 (stereo not given)	0.3%	2
O=C(Nc1cc(=O)[nH]c2ncnn12)c1ccccc1	1.2%	x
Cc1ccc(C2c3c(oc4ccccc4c3=O)C(=O)N2c2nncs2)cc1 (stereo not given)	-1.0%	-9
COc1ccccc1N1CCN(Cc2ccc(O)c3ncccc23)CC1	-7.5%	-12
COc1cc(C)c(Br)cc1S(=O)(=O)N1CCOCC1	-0.8%	12
COCCCNc1ncnc2c1cnn2-c1ccc(C)cc1C	1.6%	11
CCOCC(=O)Nc1ccc(S(=O)(=O)NCCc2ccccc2)cc1	1.7%	7
O=C(c1ccc(F)cc1)N1CCN2C(=O)c3ccccc3C12c1ccccc1 (stereo not given)	-0.1%	9
c1nc2n(n1)C1=C(CCCC1)C1(CCCCC1)N2	-0.4%	-10
Cc1ccc(S(=O)(=O)NNC2=NS(=O)(=O)c3ccccc32)c(C)c1	0.7%	-12
Cc1csc(Sc2nc3c(c(=O)[nH]c(=O)n3C)n2CCCc2ccccc2)n1	0.9%	3
COC(CNC(=O)c1cccnc1)OC	2.1%	x
Cc1ccc(S(=O)(=O)N(CC(=O)NCCC2=CCCCC2)Cc2ccccc2F)cc1	-1.1%	6
CC(C)[C@H](NC(=O)NCCC1=CCCCC1)C(=O)O	-1.1%	-15
CCSc1nnc(NC(=O)c2cccs2)s1	-3.4%	x
Cc1ccc(OCC(=O)NNC(=O)CCC(=O)Nc2ccc(C)cc2C)cc1	x	4
COc1ccc(C2c3[nH]c4ccccc4c3CCN2C(=O)c2cn3ccccc3n2)c(F)c1 (stereo not given)	-3.0%	4

By substructure: those above with an NH in an aromatic ring
SMILES	M. tuberculosis GlmU	Mtb RmlCD inh
Cc1ccc(-n2c(CNc3ccc(C)c(Cl)c3)n[nH]c2=S)cc1	-1.2%	6
COc1ccccc1OCC(=O)NCCc1nc2ccccc2[nH]1	1.3%	x
Cc1cc(-c2ccc(Br)cc2)n[nH]1	1.0%	1
CCOCCn1c(SCc2ccccc2)nc2c1c(=O)[nH]c(=O)n2C	-0.1%	x
CCOC(=O)c1ccc(NC(=O)c2c(N)n(Cc3ccccc3)c(=O)[nH]c2=O)cc1	2.1%	x
Cc1[nH]c2ccccc2c1C(=O)CN1C(=O)NC(C)(c2ccc(Cl)cc2Cl)C1=O (stereo not given)	-5.6%	10
Cc1[nH]n(C(C)(C)C)c(=O)c1Sc1ccc(Cl)cc1	2.0%	x
N#C/C(=C\c1ccc[nH]1)C(=O)NC1CC1	3.0%	x
CCCc1[nH][nH]c(=O)c1C(c1ccccc1)C(C#N)C#N (stereo not given)	-6.2%	-12
O=C(NC1CC1)C1=C[C@@H](c2c[nH]c3ccccc23)C[C@@H](OCc2ccc(CO)cc2)O1	-4.2%	x
O=C(Nc1cc(=O)[nH]c2ncnn12)c1ccccc1	1.2%	x
Cc1csc(Sc2nc3c(c(=O)[nH]c(=O)n3C)n2CCCc2ccccc2)n1	0.9%	3
COc1ccc(C2c3[nH]c4ccccc4c3CCN2C(=O)c2cn3ccccc3n2)c(F)c1 (stereo not given)	-3.0%	4

Screening results from PubChem BioAssay.

Only part of the results is shown. The share of hits here may be higher or lower than overall.
